Assay outcomes as filed in PubChem BioAssay.
p47phox inh: p47phox/p22phox peptide binding inhibitors, primary screen, biochemical, uHTS, NADPH oxidase regulatory subunit | fluorescence polarization, 2 h | inhibition, % at 24.7 µM | 220,000 compounds, 0.53% hits | Neutrophil cytosol factor 1 (Homo sapiens), P14598;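 active = inhibition above about 30%, limit read from the data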;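 note: 0% = p47phox with labelled peptide and 100% = labelled peptide alone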
Tb hexokinase: Trypanosoma brucei hexokinase 1 inhibitors, primary screen, biochemical, G6PDH-coupled NADH absorbance, MLSCN library. hexokinase 1 [Trypanosoma brucei]. recombinant TbHK1, G6PDH-coupled NADH A340. inhibition, % at 10 µM. 220,000 compounds, 0.11% hits. AID 1430, 2008;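 active = inhibition of 50% or more in the single-dose primary screen; inactive = inhibition below 50%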
Runt-CBFb FRET: inhibitors of RUNX1 Runt–CBFb binding, primary screen, biochemical, FRET, Cerulean-Runt, Venus-CBFb, uHTS. Runt-related transcription factor 1 (Homo sapiens) + Core-binding factor subunit beta …. Cerulean-Runt/Venus-CBFb FRET ratio 530/480, 1 h. inhibition, % at 20 µM. 220,000 compounds, 0.46% hits;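 active = inhibition over about 50% at 20 µM in the single-dose screen, limit read from the data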;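 note: 0% = DMSO wells and 100% = excess unlabeled CBFb competitor control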
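Reagent – Venus-CBFb binding partner, 100 nM · Assay system – Cerulean-tagged RUNX1 Runt domain (FRET donor) fusion protein · Input – 100 nM per protein · Incubation – two 1 h room-temperature incubations shielded from light · Measured by – FRET fluorescence · Medium – Tris buffer pH 7.5 with salts and BSA · Benchmarks – unlabeled CBFb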
RBBP9 inh: human RBBP9 inhibitors, primary screen, biochemical, fluorescence polarization, FP-Rh probe, HTS; inhibition, % at 7.94 µM; recombinant RBBP9; Serine hydrolase RBBP9 (Homo sapiens), O75884; 220,000 compounds, 0.2% hits;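 active = inhibition above the campaign mean of all tested compounds plus 3 SD, cut at about 14% in these data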;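 note: plate controls were DMSO wells with RBBP9 for no effect and wells lacking RBBP9 protein for full effect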
Target sequence (O75884 whole entry, looked up): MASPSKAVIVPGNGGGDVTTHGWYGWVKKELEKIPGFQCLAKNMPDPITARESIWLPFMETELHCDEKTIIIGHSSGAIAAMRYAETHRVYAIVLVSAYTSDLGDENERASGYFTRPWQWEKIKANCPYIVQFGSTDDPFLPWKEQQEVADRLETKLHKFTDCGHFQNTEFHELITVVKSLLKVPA
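System: RBBP9 protein | Quantity: 2.5 µM RBBP9 dispensing solution, before mixing | Reagent: FP-Rh probe, 375 nM dispensing solution | Timing: Enzyme-compound preincubation 30 min, then probe labeling 45 min, 25 °C | Measured by: Fluorescence polarization | Read-out: % inhibition | Replication: One well per compound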
p97 ATPase inh: inhibitors of human p97 ATPase, primary screen, biochemical; Transitional endoplasmic reticulum ATPase (Homo sapiens), P55072; recombinant p97 ATPase, Kinase-Glo ATP luminescence, 3 h; inhibition, % at 8 µM; 220,000 compounds, 0.42% hits; AID 1481, 2009; in the data active = inhibition above about 15%;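 note: 0% = DMSO vehicle and 100% = wells lacking enzyme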
Runt-SMMHC FRET: inhibitors of RUNX1 Runt–CBFb-SMMHC binding, primary screen, biochemical, FRET, Cerulean-Runt, Venus-CBFb-SMMHC, uHTS | 220,000 compounds, 0.74% hits | Runt-related transcription factor 1 (Homo sapiens) + Core-binding factor subunit beta … | Cerulean-Runt/Venus-CBFb-SMMHC FRET ratio 530/480, 1 h | inhibition, % at 20 µM;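 active = mean inhibition across duplicate retests at 20 µM reaching about 50%, limit read from the data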;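 note: 0% = DMSO wells and 100% = wells with excess untagged CBFb-SMMHC; inhibitors lower the FRET ratio by blocking Runt binding to CBFb-SMMHC; some results filed as inactive read as strong as hits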
Furin inhibitor: human furin inhibitors, primary screen, biochemical, fluorescence intensity | P09958 | purified furin, fluorogenic substrate cleavage | inhibition, % at 30 µM | 220,000 compounds, 0.061% hits | AID 463115, 2010; in the data active = inhibition above about 25%; note: inactives centre near -15
Target sequence (P09958 108-714 limits assumed): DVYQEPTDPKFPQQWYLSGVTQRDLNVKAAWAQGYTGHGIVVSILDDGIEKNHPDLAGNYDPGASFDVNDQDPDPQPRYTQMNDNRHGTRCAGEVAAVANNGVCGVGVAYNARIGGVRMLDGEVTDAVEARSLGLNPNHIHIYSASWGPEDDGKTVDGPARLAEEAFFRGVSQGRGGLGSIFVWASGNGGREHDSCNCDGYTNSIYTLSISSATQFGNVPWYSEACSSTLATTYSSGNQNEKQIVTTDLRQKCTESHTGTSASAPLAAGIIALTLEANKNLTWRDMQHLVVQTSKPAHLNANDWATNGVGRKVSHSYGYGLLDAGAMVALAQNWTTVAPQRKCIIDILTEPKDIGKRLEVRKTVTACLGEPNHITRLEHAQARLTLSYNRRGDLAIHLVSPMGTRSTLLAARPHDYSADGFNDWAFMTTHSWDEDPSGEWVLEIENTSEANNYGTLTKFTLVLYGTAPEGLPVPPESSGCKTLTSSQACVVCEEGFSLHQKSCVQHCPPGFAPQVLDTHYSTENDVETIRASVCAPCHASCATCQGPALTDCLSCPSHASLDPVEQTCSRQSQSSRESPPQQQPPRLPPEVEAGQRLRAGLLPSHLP
EBV gp42 block: Epstein-Barr virus gp42 inhibitors, primary screen, biochemical, uHTS, fluorescence polarization. AID 1085, 2008. Glycoprotein 42 (Epstein-Barr virus (strain AG876)), Q1HVG2. inhibition, % (tested at 21.74 µM). 220,000 compounds, 0.42% hits. Fluorescence polarization binding assay, mP read-out; in the data active = inhibition above about 50%
Target sequence (Q1HVG2 whole entry, looked up): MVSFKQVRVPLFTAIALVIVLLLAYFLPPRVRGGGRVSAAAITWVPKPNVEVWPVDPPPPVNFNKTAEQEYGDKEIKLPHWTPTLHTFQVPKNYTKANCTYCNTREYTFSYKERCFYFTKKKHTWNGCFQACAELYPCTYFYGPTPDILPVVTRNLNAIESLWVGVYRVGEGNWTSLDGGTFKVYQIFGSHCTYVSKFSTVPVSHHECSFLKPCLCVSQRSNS
m-calpain inh: inhibitors of pig calpain II, primary screen, biochemical, fluorogenic peptide substrate, 1536-well. purified calpain II, 30 min. inhibition, % at 16 µM. 220,000 compounds, 0.37% hits. AID 1236, 2008;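 active = inhibition above about 50%, limit read from the data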
* marks the source's active call; other numbers are inactive results; [ ] = another dose, or the depositor's remark.

Preview:
What do the screens show for `COc1cccc(/C=N/n2c(-c3n[nH]c4c3CCC4)n[nH]c2=S)c1O`?
p47phox inh: -1; Tb hexokinase: -3; Runt-CBFb FRET: 13; RBBP9 inh: -12; p97 ATPase inh: -5; Runt-SMMHC FRET: -6; Furin inhibitor: -11; EBV gp42 block: -4; m-calpain inh: 5

What do the screens show for `N#CCSc1nc2ccc(N3CCCCC3)cc2c(=O)n1Cc1ccccc1`?
Tb hexokinase: -6; Runt-CBFb FRET: 4; RBBP9 inh: -5; p97 ATPase inh: 6; Runt-SMMHC FRET: -6; Furin inhibitor: -17

The list itself, previewed entries included:
What do the screens show for `COc1cccc(/C=N/n2c(-c3n[nH]c4c3CCC4)n[nH]c2=S)c1O`?
p47phox inh: -1; Tb hexokinase: -3; Runt-CBFb FRET: 13; RBBP9 inh: -12; p97 ATPase inh: -5; Runt-SMMHC FRET: -6; Furin inhibitor: -11; EBV gp42 block: -4; m-calpain inh: 5

What do the screens show for `N#CCSc1nc2ccc(N3CCCCC3)cc2c(=O)n1Cc1ccccc1`?
Tb hexokinase: -6; Runt-CBFb FRET: 4; RBBP9 inh: -5; p97 ATPase inh: 6; Runt-SMMHC FRET: -6; Furin inhibitor: -17

How did COc1c(C)cccc1C(=O)NC(=S)Nc1ccc2c(c1)Cc1ccccc1-2 do in these assays?
p47phox inh: -5; Tb hexokinase: -13; Runt-CBFb FRET: 8; RBBP9 inh: -7; p97 ATPase inh: 1; Runt-SMMHC FRET: 3; Furin inhibitor: -2[20 µM]; EBV gp42 block: -14; m-calpain inh: 5

How did O=c1c2ccccc2c(C=Nc2ccc(S(=O)(=O)N3CCCCC3)cc2)c(O)n1-c1ccc(Cl)cn1 do in these assays?
p47phox inh: -57; Tb hexokinase: -19; Runt-CBFb FRET: -59; RBBP9 inh: -8; p97 ATPase inh: 5; Runt-SMMHC FRET: -95; Furin inhibitor: -24; EBV gp42 block: -21; m-calpain inh: -78

What do the screens show for `O=C1C2C3C=CC(C3)C2C(=O)N1Cc1ccc(CN2C(=O)C3C4C=CC(C4)C3C2=O)cc1` (stereo not drawn)?
p47phox inh: -10; Tb hexokinase: 9; Runt-CBFb FRET: -2; RBBP9 inh: -2; p97 ATPase inh: -3; Runt-SMMHC FRET: 1; Furin inhibitor: -11[20 µM]; EBV gp42 block: -12; m-calpain inh: 19

What do the screens show for `O=C(NC(=S)Nc1cc(C(F)(F)F)ccc1N1CCOCC1)c1sc2ccccc2c1Cl`?
p47phox inh: -4; Tb hexokinase: -27; Runt-CBFb FRET: 2; RBBP9 inh: 0; p97 ATPase inh: -1; Runt-SMMHC FRET: 4; Furin inhibitor: -12; EBV gp42 block: -13; m-calpain inh: 2

How did Cc1nn(C)c(C)c1CNC(=O)c1cnn2c1NC(c1ccccc1)CC2C(F)(F)F (stereo not drawn) do in these assays?
p47phox inh: 4; Tb hexokinase: 20; Runt-CBFb FRET: -2; RBBP9 inh: -7; p97 ATPase inh: -1; Runt-SMMHC FRET: 2; Furin inhibitor: -16; EBV gp42 block: -5; m-calpain inh: -18

How did COc1ccc(S(=O)(=O)Nc2ccccc2OC)cc1NC(=O)Cc1cccs1 do in these assays?
p47phox inh: -4; Tb hexokinase: -4; Runt-CBFb FRET: -1; RBBP9 inh: -8; p97 ATPase inh: -6; Runt-SMMHC FRET: 6; Furin inhibitor: -4; EBV gp42 block: 9; m-calpain inh: 3

Results for COc1ccc(OCCN2CCN(C3CC(=O)N(CCC(C)C)C3=O)CC2)cc1 (stereo not drawn) ?
p47phox inh: -9; Tb hexokinase: -2; Runt-CBFb FRET: -3; RBBP9 inh: 1; p97 ATPase inh: -1; Runt-SMMHC FRET: -3; Furin inhibitor: -24; EBV gp42 block: -7; m-calpain inh: 1

What do the screens show for `COc1ccc(-c2nc3nc(SC)nn3cc2C)cc1F`?
p47phox inh: -11; Tb hexokinase: -9; Runt-CBFb FRET: 0; RBBP9 inh: 1; p97 ATPase inh: 1; Runt-SMMHC FRET: -8; Furin inhibitor: -33; EBV gp42 block: -10; m-calpain inh: -242

What do the screens show for `Cc1cc(-c2ccco2)n(CC(=O)NCCN(C)C)n1`?
p47phox inh: -22; Tb hexokinase: 6; Runt-CBFb FRET: 2; RBBP9 inh: -6; p97 ATPase inh: -2; Runt-SMMHC FRET: -2; Furin inhibitor: -19; EBV gp42 block: -9; m-calpain inh: -3

What do the screens show for `COc1ccc(NC(=O)CN(C)S(=O)(=O)c2ccccc2)cc1OC`?
p47phox inh: -2; Tb hexokinase: 0; Runt-CBFb FRET: -1; RBBP9 inh: 4; p97 ATPase inh: 7; Runt-SMMHC FRET: 1; Furin inhibitor: -13[20 µM]; EBV gp42 block: -15; m-calpain inh: 2

What do the screens show for `Cc1ccn2cc(CNC(=O)c3ccc(Br)o3)nc2c1`?
p47phox inh: 2; Tb hexokinase: -9; Runt-CBFb FRET: 0; RBBP9 inh: -1; p97 ATPase inh: 1; Runt-SMMHC FRET: -2; Furin inhibitor: -4; EBV gp42 block: -5; m-calpain inh: -41

What do the screens show for `COc1cc(/C=N/NC(=O)C23CC4CC(CC(C4)C2)C3)cc(Br)c1O`?
p47phox inh: -15; Tb hexokinase: -21; Runt-CBFb FRET: 1; RBBP9 inh: -7; p97 ATPase inh: 5; Runt-SMMHC FRET: 22; Furin inhibitor: -23; EBV gp42 block: -12; m-calpain inh: -51

How did Cc1cc(C(F)(F)F)n2ncc(-c3ccccc3)c2n1 do in these assays?
p47phox inh: -1; Tb hexokinase: -3; Runt-CBFb FRET: 3; RBBP9 inh: -6; p97 ATPase inh: 1; Runt-SMMHC FRET: -1; Furin inhibitor: -10[20 µM]; EBV gp42 block: 0; m-calpain inh: 5

Results for COCCn1c(SCC(=O)NC(=O)NC(C)(C)C)nc2ccccc21 ?
p47phox inh: -1; Tb hexokinase: -1; Runt-CBFb FRET: 0; RBBP9 inh: -1; p97 ATPase inh: 2; Runt-SMMHC FRET: -6; Furin inhibitor: -21[20 µM]; EBV gp42 block: -19; m-calpain inh: 0

What do the screens show for `O=C(CSc1n[nH]c(=O)[nH]c1=O)NCC1CCCCC1`?
p47phox inh: -4; Tb hexokinase: -5; Runt-CBFb FRET: 0; RBBP9 inh: -8; p97 ATPase inh: 6; Runt-SMMHC FRET: 1; Furin inhibitor: -18; EBV gp42 block: 5; m-calpain inh: -1

What do the screens show for `Cc1nc2ccccc2nc1OCC(=O)NCc1ccc2c(c1)OCO2`?
p47phox inh: -2; Tb hexokinase: -20; Runt-CBFb FRET: 0; RBBP9 inh: -7; p97 ATPase inh: 2; Runt-SMMHC FRET: -3; Furin inhibitor: -13; EBV gp42 block: 4; m-calpain inh: 9

Results for O=C(Nc1ccccc1C(=O)O)c1cccc(NC(=O)c2ccc(Br)o2)c1 ?
p47phox inh: -16; Tb hexokinase: 1; Runt-CBFb FRET: -2; RBBP9 inh: 3; p97 ATPase inh: 13; Runt-SMMHC FRET: 4; Furin inhibitor: -11[20 µM]; EBV gp42 block: -1; m-calpain inh: 51*

How did CCCCn1c(C(C)NC(=O)COC)nc2ccccc21 (stereo not drawn) do in these assays?
p47phox inh: -12; Tb hexokinase: -4; Runt-CBFb FRET: -1; RBBP9 inh: 2; p97 ATPase inh: 3; Runt-SMMHC FRET: 1; Furin inhibitor: -6[20 µM]; EBV gp42 block: 0; m-calpain inh: 23

How did O=C(NCC(c1cccs1)N1CCOCC1)c1ccccc1NS(=O)(=O)c1ccc(Br)cc1 (stereo not drawn) do in these assays?
p47phox inh: -61; Tb hexokinase: -4; Runt-CBFb FRET: -4; RBBP9 inh: 0; p97 ATPase inh: 2; Runt-SMMHC FRET: 0; Furin inhibitor: -7; EBV gp42 block: -25; m-calpain inh: -34

Results for C/C(=N\NC(=O)CNc1cccc(C(F)(F)F)c1)c1cccc(Br)c1 ?
p47phox inh: -15; Tb hexokinase: 0; Runt-CBFb FRET: 2; RBBP9 inh: 10; p97 ATPase inh: 3; Runt-SMMHC FRET: -4; Furin inhibitor: -24; EBV gp42 block: -14; m-calpain inh: 1

How did c1ccc(-c2csc(-n3cccn3)n2)cc1 do in these assays?
p47phox inh: -11; Tb hexokinase: -4; Runt-CBFb FRET: 0; RBBP9 inh: -2; p97 ATPase inh: -3; Runt-SMMHC FRET: -4; Furin inhibitor: -22; EBV gp42 block: -9; m-calpain inh: -3

Results for COc1cc(/C=C/C(=O)O)cc(S(=O)(=O)N(CC(C)C)CC(C)C)c1OC ?
p47phox inh: -1; Tb hexokinase: -3; Runt-CBFb FRET: 0; RBBP9 inh: -1; p97 ATPase inh: 3; Runt-SMMHC FRET: -3; Furin inhibitor: -28; EBV gp42 block: -12; m-calpain inh: -9

Results for CCn1c(N)c(C(=O)NC2CCCCC2)sc1=S ?
p47phox inh: -14; Tb hexokinase: -29; Runt-CBFb FRET: -2; RBBP9 inh: -8; p97 ATPase inh: -1; Runt-SMMHC FRET: 4; Furin inhibitor: -21[20 µM]; EBV gp42 block: 12; m-calpain inh: 20

How did Cc1csc(NC(=O)c2cc(-c3ccccc3)nc3ccccc23)n1 do in these assays?
p47phox inh: -36; Tb hexokinase: -11; Runt-CBFb FRET: 0; RBBP9 inh: -4; p97 ATPase inh: 0; Runt-SMMHC FRET: -1; Furin inhibitor: -7; EBV gp42 block: 7; m-calpain inh: -19

What do the screens show for `CC(C)(C)c1ccc2c(c1)OC(C(=O)N/N=C\c1ccncc1)CO2` (stereo not drawn)?
p47phox inh: -5; Tb hexokinase: -10; Runt-CBFb FRET: -4; RBBP9 inh: -8; p97 ATPase inh: 1; Runt-SMMHC FRET: 2; Furin inhibitor: -9; EBV gp42 block: -9; m-calpain inh: 18

What do the screens show for `CC1(C)CC(=O)c2cc3c(N)c(C(=O)NCc4ccccc4)sc3nc2C1`?
p47phox inh: -40; Tb hexokinase: -6; Runt-CBFb FRET: 0; RBBP9 inh: -5; p97 ATPase inh: -1; Runt-SMMHC FRET: 3; Furin inhibitor: -18; EBV gp42 block: -14; m-calpain inh: -31

How did COC(=O)Cc1ccc(NC(=S)NCc2ccccc2Cl)cc1 do in these assays?
p47phox inh: -8; Tb hexokinase: 4; Runt-CBFb FRET: -1; RBBP9 inh: -4; p97 ATPase inh: -7; Runt-SMMHC FRET: 2; Furin inhibitor: -15; EBV gp42 block: -4; m-calpain inh: 30

How did O=C(CSc1nnnn1-c1cccc(F)c1)Nc1nc2ccccc2s1 do in these assays?
p47phox inh: -26; Tb hexokinase: -15; Runt-CBFb FRET: -4; RBBP9 inh: -1; p97 ATPase inh: 1; Runt-SMMHC FRET: -4; Furin inhibitor: -7[20 µM]; EBV gp42 block: -11; m-calpain inh: -8
